697 NFkB inh – inhibitors of PMA/ionomycin-induced NF-kB reporter, 697 cells, primary screen, B-cell NF-kB inhibitor project, cell-based, luminescence, uHTS; actives 0.33% (n = 330,000); inhibition, % at 4 µM; 697 B-cell NF-kB luciferase reporter, 16 h; in the data active = inhibition above about 35%
Mdm2-MdmX inh – inhibitors of human Mdm2-MdmX association, primary screen, cell-based, luminescence, split luciferase, SaOS-2, uHTS. Protein Mdm4 (Homo sapiens) + E3 ubiquitin-protein ligase Mdm2 (Homo sapiens), …. SaOS-2 split-luciferase Mdm2/MdmX complementation. inhibition, % at 8 µM. actives 3% (n = 330,000);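 active = inhibition of at least 50% at 8 µM in the primary screen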
Target sequence (O15151 whole entry, looked up): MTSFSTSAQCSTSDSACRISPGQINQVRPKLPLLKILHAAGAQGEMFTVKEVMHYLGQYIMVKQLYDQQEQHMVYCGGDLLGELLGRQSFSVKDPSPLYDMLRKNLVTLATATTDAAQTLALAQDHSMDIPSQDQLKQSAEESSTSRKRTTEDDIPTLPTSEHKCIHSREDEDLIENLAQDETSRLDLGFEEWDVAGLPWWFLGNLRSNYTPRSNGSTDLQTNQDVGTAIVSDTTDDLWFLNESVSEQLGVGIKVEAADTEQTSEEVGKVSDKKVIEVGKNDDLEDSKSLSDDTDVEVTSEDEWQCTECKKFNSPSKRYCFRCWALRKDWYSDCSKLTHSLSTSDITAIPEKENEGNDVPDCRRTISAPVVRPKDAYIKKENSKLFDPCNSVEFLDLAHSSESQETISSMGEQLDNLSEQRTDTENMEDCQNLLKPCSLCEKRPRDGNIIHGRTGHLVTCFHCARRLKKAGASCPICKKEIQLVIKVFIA
Target sequence (Q00987 whole entry, looked up): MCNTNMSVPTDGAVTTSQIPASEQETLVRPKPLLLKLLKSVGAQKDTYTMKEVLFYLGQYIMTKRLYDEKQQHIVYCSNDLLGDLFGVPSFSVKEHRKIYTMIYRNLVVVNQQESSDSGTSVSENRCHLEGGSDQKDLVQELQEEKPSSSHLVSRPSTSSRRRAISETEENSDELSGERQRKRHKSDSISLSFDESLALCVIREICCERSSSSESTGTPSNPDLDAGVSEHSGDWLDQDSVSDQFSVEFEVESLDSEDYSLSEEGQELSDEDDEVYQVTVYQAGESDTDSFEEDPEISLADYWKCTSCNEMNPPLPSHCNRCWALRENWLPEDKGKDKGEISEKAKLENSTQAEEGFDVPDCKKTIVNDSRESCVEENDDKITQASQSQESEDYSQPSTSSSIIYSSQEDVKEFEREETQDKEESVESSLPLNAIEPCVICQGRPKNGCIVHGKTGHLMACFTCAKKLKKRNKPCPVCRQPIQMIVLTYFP
XBP1 UPR activ – activators of adaptive XBP1 UPR arm, primary screen, cell-based, CHO-XBP1 luciferase reporter, luminescence, uHTS. IRE1-XBP1 UPR activation; percent of tunicamycin response, DMSO as zero. activation, % at 20 µM. actives 0.33% (n = 330,000). AID 463104, 2010;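 active = versus positive control, 20 µM dose yields 30% or more activation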;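 note: 100% = tunicamycin at 10 µg/mL and 0% = DMSO only wells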
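Assay system: CHO-XBP1 luciferase reporter cells; Schedule: 6 h treatment, 37 °C; Detection: glow luminescence from Steady-Glo reagent; Benchmarks: high control tunicamycin 10 µg/mL final, low control DMSO vehicle only.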
CHOP UPR activ – activators of apoptotic CHOP UPR arm, primary screen, cell-based, CHO-CHOP luciferase reporter, luminescence, uHTS; activation, % at 10 µM; UPR activation; percent of tunicamycin response over DMSO baseline; actives 0.34% (n = 330,000);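 active = at 10 µM dose, activation of 40% or more, normalized to positive control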;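 note: 100% = tunicamycin at 10 µg/mL and 0% = DMSO alone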
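System: CHO-CHOP luciferase reporter cell line; amount: 500 cells/well; buffer or medium: F12 medium containing 10% fetal bovine serum; incubation: 6 h compound exposure at 37 °C after overnight seeding; measured by: luciferase luminescence after 10 min with Steady-Glo reagent; evaluation: % reporter activation, DMSO baseline versus tunicamycin full activation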
TIM10 inh – growth inhibitors of isogenic TIM10 control yeast, primary screen, counter-screen for tim10-1 yeast inhibitor project, luminescence, uHTS; S. cerevisiae TIM10 strain growth, BacTiter-Glo luminescence, 24 h; inhibition, % at 10 µM; actives 1.4% (n = 330,000); AID 463195, 2010;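 active = inhibition of 40% or more at the single tested concentration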;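 note: wild-type TIM10 isogenic control strain grown at permissive 25 °C; 0% = DMSO yeast wells and 100% = minimal medium wells without yeast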
Jurkat NFkB inh – inhibitors of induced NF-kB luciferase reporter, primary screen, TCR NF-kB activation inhibitor project, cell-based, luminescence, uHTS. Jurkat, PMA/ionomycin-induced NF-kB luciferase reporter. inhibition, % at 4 µM. actives 0.53% (n = 330,000). AID 435003, 2010; in the data active = inhibition above about 50%
tim10-1 inh – growth inhibitors of tim10-1 mutant yeast, primary screen, luminescence, uHTS; S. cerevisiae tim10-1 ts strain growth, BacTiter-Glo, 24 h; inhibition, % at 20 µM; actives 2.2% (n = 330,000); AID 463190, 2010;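 active = inhibition of at least 40%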;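 note: mutant grown at 25 °C; 0% = DMSO wells with yeast and 100% = wells holding no yeast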
tim23-1 inh – growth inhibitors of tim23-1 mutant yeast, primary screen, luminescence, uHTS. S. cerevisiae tim23-1 growth, BacTiter-Glo luminescence, 24 h. inhibition, % at 20 µM. actives 1.3% (n = 330,000);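 active = growth inhibition of the mutant yeast at or above 50%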;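 note: temperature-sensitive mutant grown at 25 °C; plate controls were DMSO-treated mutant yeast for no effect and medium wells lacking yeast for full effect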
The depositor's hits bear a star.

`COc1ccc(NS(=O)(=O)c2ccc(C)c(C(=O)NNC(=O)c3csc(N4CCOCC4)n3)c2)cc1` gave 697 NFkB inh -7, Mdm2-MdmX inh 20, XBP1 UPR activ -4, CHOP UPR activ 0.5, TIM10 inh 4, Jurkat NFkB inh 2, tim10-1 inh -8 and tim23-1 inh 5.
O=c1c2ccccc2nc2sc(Nc3cccc(Cl)c3)nn12 was read as 697 NFkB inh -70, Mdm2-MdmX inh 73*, XBP1 UPR activ -1, CHOP UPR activ 4.8, TIM10 inh -1, Jurkat NFkB inh -82, tim10-1 inh 5 and tim23-1 inh 9.
For CSCC[C@H](NC(=O)[C@@H]1Cc2c([nH]c3ccccc23)C2c3ccccc3C(=O)N21)C(=O)NCC1CCCO1 (some centres undefined) the results were 697 NFkB inh 10, Mdm2-MdmX inh 8, XBP1 UPR activ -3, CHOP UPR activ 1.6, TIM10 inh -2, Jurkat NFkB inh -2, tim10-1 inh -9 and tim23-1 inh 0.
For CCN(CC)S(=O)(=O)c1cc(NS(=O)(=O)c2ccc(Cl)c(C(=O)O)c2)ccc1C the results were 697 NFkB inh 17, Mdm2-MdmX inh -30, XBP1 UPR activ -1, CHOP UPR activ 1.2, TIM10 inh -17, Jurkat NFkB inh -14, tim10-1 inh -8 and tim23-1 inh 4.
For CN1c2ccsc2/C(=N/Nc2ccc(F)cc2)CS1(=O)=O the results were 697 NFkB inh -50, Mdm2-MdmX inh -106, XBP1 UPR activ 0, CHOP UPR activ 1.2, TIM10 inh 30, Jurkat NFkB inh -43, tim10-1 inh 36 and tim23-1 inh 53*.
For Cc1ccc(-n2ncc3c2CCCC3NC(=O)CCc2cnn(C)c2)cc1C (centres undefined) the results were 697 NFkB inh 10, Mdm2-MdmX inh -3, XBP1 UPR activ 0, CHOP UPR activ 2.4, TIM10 inh -4, Jurkat NFkB inh 0, tim10-1 inh -5 and tim23-1 inh 9.
CCn1c2ccccc2c2cc(C3N=C(N)Nc4nc5ccccc5n43)ccc21 (centres undefined) was read as 697 NFkB inh -4, Mdm2-MdmX inh -16, XBP1 UPR activ -1, CHOP UPR activ -1.7, TIM10 inh 11, Jurkat NFkB inh 4, tim10-1 inh 11 and tim23-1 inh 15.
For O=C(/C=N/NC(=O)c1ccccc1Br)c1ccccc1 the results were 697 NFkB inh 17, Mdm2-MdmX inh -6, XBP1 UPR activ 5, CHOP UPR activ 4.5, TIM10 inh 16, Jurkat NFkB inh 6, tim10-1 inh 35 and tim23-1 inh 32.
`CCN(CC)c1ccc(S(=O)(=O)Nc2cc(Cl)ccc2Cl)cc1NC(=S)NC(=O)C1CCCC1` gave 697 NFkB inh 1, Mdm2-MdmX inh 17, XBP1 UPR activ 5, CHOP UPR activ 1.0, TIM10 inh 22, Jurkat NFkB inh -2, tim10-1 inh 22 and tim23-1 inh 30.
Screening CCCc1cc(C(=O)NCCc2ccc(OC)c(OC)c2)no1 returned 697 NFkB inh 5, Mdm2-MdmX inh -13, XBP1 UPR activ 1, CHOP UPR activ 1.6, TIM10 inh -9, Jurkat NFkB inh -6, tim10-1 inh -2 and tim23-1 inh 12.
Screening CCCCc1c(O)nc(SCC(=O)O)[nH]c1=O returned 697 NFkB inh 12, Mdm2-MdmX inh -11, XBP1 UPR activ -2, CHOP UPR activ -1.5, TIM10 inh -16, Jurkat NFkB inh -14, tim10-1 inh -2 and tim23-1 inh 4.
For CN(C)S(=O)(=O)c1ccc(N2CCCC2)c(C(=O)NNC(=O)COc2ccccc2Cl)c1 the results were 697 NFkB inh 16, Mdm2-MdmX inh 3, XBP1 UPR activ 5, CHOP UPR activ -1.0, TIM10 inh -5, Jurkat NFkB inh 26, tim10-1 inh -2 and tim23-1 inh -4.
Screening O=C(NC12CC3CC(CC(C3)C1)C2)N1CCN(c2ncccn2)CC1 returned 697 NFkB inh 15, Mdm2-MdmX inh 5, XBP1 UPR activ -2, CHOP UPR activ 2.2, TIM10 inh 16, Jurkat NFkB inh 1, tim10-1 inh 13 and tim23-1 inh 18.
O=C(NNC(=O)NC1CCCCC1)NC1CCCCC1 was read as 697 NFkB inh 10, Mdm2-MdmX inh 11, XBP1 UPR activ -2, CHOP UPR activ 0.3, TIM10 inh 1, Jurkat NFkB inh 3, tim10-1 inh -14 and tim23-1 inh 9.
`Cc1ccc(-n2c(SCC(=O)Nc3cc(S(=O)(=O)N4CCOCC4)ccc3Cl)nc3ccccc3c2=O)cc1` gave 697 NFkB inh 18, Mdm2-MdmX inh 14, XBP1 UPR activ 0, CHOP UPR activ 2.1, TIM10 inh 7, Jurkat NFkB inh -8, tim10-1 inh 18 and tim23-1 inh 20.
S=C(N/N=C/c1ccc(Cl)cc1)N1CCOCC1 was read as 697 NFkB inh -65, Mdm2-MdmX inh -6, XBP1 UPR activ 4, CHOP UPR activ 9.7, TIM10 inh 24, Jurkat NFkB inh -29, tim10-1 inh 28 and tim23-1 inh 41.
For CCOc1ccc(N(Cc2cc3cc(OC)ccc3[nH]c2=O)C(=O)C2CCCO2)cc1 (centres undefined) the results were 697 NFkB inh -15, Mdm2-MdmX inh 21, XBP1 UPR activ -3, CHOP UPR activ -0.3, TIM10 inh 1, Jurkat NFkB inh -8, tim10-1 inh 1 and tim23-1 inh -5.
`CCn1nnc(-c2ccccc2NC(=O)c2cc(OC)c(OC)c(OC)c2)n1` gave 697 NFkB inh 1, Mdm2-MdmX inh 31, XBP1 UPR activ 6, CHOP UPR activ 2.5, TIM10 inh 7, Jurkat NFkB inh 17, tim10-1 inh 24 and tim23-1 inh 13.
Screening O=C(NCc1ccccc1Cl)C1(S(=O)(=O)c2ccc(Cl)cc2)CC1 returned 697 NFkB inh -2, Mdm2-MdmX inh 20, XBP1 UPR activ -4, CHOP UPR activ -0.9, TIM10 inh 6, Jurkat NFkB inh 0, tim10-1 inh 13 and tim23-1 inh 8.
For O=C(NCC1CCCO1)c1nn2c(C(F)(F)F)cc(-c3ccc(Br)o3)nc2c1Br (centres undefined) the results were 697 NFkB inh 19, Mdm2-MdmX inh 7, XBP1 UPR activ 2, CHOP UPR activ 2.4, TIM10 inh 16, Jurkat NFkB inh 8, tim10-1 inh 15 and tim23-1 inh 6.
CCN(CC)S(=O)(=O)c1ccc(-c2csc(C)n2)s1 was read as 697 NFkB inh -9, Mdm2-MdmX inh 22, XBP1 UPR activ -1, CHOP UPR activ 0.5, TIM10 inh -5, Jurkat NFkB inh -27, tim10-1 inh 25 and tim23-1 inh 19.
`CC(C)C(=O)Nc1ccccc1N1CCN(S(C)(=O)=O)CC1` gave 697 NFkB inh 12, Mdm2-MdmX inh 19, XBP1 UPR activ 0, CHOP UPR activ -2.1, TIM10 inh 9, Jurkat NFkB inh 0, tim10-1 inh 8 and tim23-1 inh -10.
Cc1ccc(/C=N/n2c(-c3ccncc3)n[nH]c2=S)o1 was read as 697 NFkB inh 7, Mdm2-MdmX inh -1, XBP1 UPR activ 1, CHOP UPR activ -2.2, TIM10 inh 8, Jurkat NFkB inh -8, tim10-1 inh 1 and tim23-1 inh -5.
For COc1ccc(NC(C#N)c2ccc(OC)cc2)cc1 (centres undefined) the results were 697 NFkB inh 10, Mdm2-MdmX inh 24, XBP1 UPR activ 1, CHOP UPR activ 0.1, TIM10 inh -23, Jurkat NFkB inh 7, tim10-1 inh 9 and tim23-1 inh -1.
COc1ccc(CC(=O)Nc2cccc(-c3nnc(-c4ccc(C)cc4)o3)c2)cc1OC was read as 697 NFkB inh 3, Mdm2-MdmX inh 72*, XBP1 UPR activ -3, CHOP UPR activ -5.0, TIM10 inh 15, Jurkat NFkB inh 45, tim10-1 inh 0 and tim23-1 inh 12.
Screening CN(CC(=O)Nc1ccc(Cl)c(Cl)c1)C(=O)CNC(=O)C1CCCCC1 returned 697 NFkB inh 17, Mdm2-MdmX inh -25, XBP1 UPR activ -1, CHOP UPR activ 1.5, TIM10 inh -1, Jurkat NFkB inh 0, tim10-1 inh 2 and tim23-1 inh 8.
`CCOc1ccc2c(c1)c(N=NC(=N)N)c(O)n2C` gave 697 NFkB inh -26, Mdm2-MdmX inh 36, XBP1 UPR activ 3, CHOP UPR activ -2.4, TIM10 inh -8, Jurkat NFkB inh 43, tim10-1 inh 8 and tim23-1 inh -2.
For O=c1[nH]nc(SCc2ccccc2)c(=O)[nH]1 the results were 697 NFkB inh 17, Mdm2-MdmX inh 3, XBP1 UPR activ -4, CHOP UPR activ 0.5, TIM10 inh 14, Jurkat NFkB inh 2, tim10-1 inh 2 and tim23-1 inh 14.
For CCCCNC(=O)Nc1cnn(CC)c1C(N)=O the results were 697 NFkB inh 14, Mdm2-MdmX inh 13, XBP1 UPR activ 0, CHOP UPR activ 1.2, TIM10 inh 3, Jurkat NFkB inh -2, tim10-1 inh 6 and tim23-1 inh 8.
Screening O=C(c1cnn2c(C(F)F)cc(-c3ccccc3)nc12)N1CCc2ccccc2C1 returned 697 NFkB inh -21, Mdm2-MdmX inh 13, XBP1 UPR activ -1, CHOP UPR activ 0.0, TIM10 inh -1, Jurkat NFkB inh -2, tim10-1 inh 29 and tim23-1 inh 4.
`CCC(C)NC(=O)C1CCCCN1S(=O)(=O)c1ccc(F)cc1` (centres undefined) gave 697 NFkB inh 16, Mdm2-MdmX inh 0, XBP1 UPR activ -3, CHOP UPR activ -1.5, TIM10 inh 6, Jurkat NFkB inh -3, tim10-1 inh 10 and tim23-1 inh 4.
Screening O=C(O)C1CC=C(Cl)CC1C(=O)NCc1ccccc1 (centres undefined) returned 697 NFkB inh 12, Mdm2-MdmX inh -20, XBP1 UPR activ 1, CHOP UPR activ 0.1, TIM10 inh -3, Jurkat NFkB inh -6, tim10-1 inh -24 and tim23-1 inh -5.
Screening CS(=O)(=O)Nc1ccc(S(=O)(=O)NCCc2ccccc2)cc1 returned 697 NFkB inh 15, Mdm2-MdmX inh 4, XBP1 UPR activ 1, CHOP UPR activ -0.6, TIM10 inh 9, Jurkat NFkB inh 6, tim10-1 inh 6 and tim23-1 inh -8.
`CSCCC(NC(=O)c1ccc([N+](=O)[O-])cc1Cl)C(=O)OC(C)C(=O)NCc1ccco1` (centres undefined) gave 697 NFkB inh 18, Mdm2-MdmX inh 6, XBP1 UPR activ 2, CHOP UPR activ -0.3, TIM10 inh -1, Jurkat NFkB inh -5, tim10-1 inh 14 and tim23-1 inh 5.

Of the compounds above, these have a furan ring, fused or not.
For O=C(NCC1CCCO1)c1nn2c(C(F)(F)F)cc(-c3ccc(Br)o3)nc2c1Br (centres undefined) the results were 697 NFkB inh 19, Mdm2-MdmX inh 7, XBP1 UPR activ 2, CHOP UPR activ 2.4, TIM10 inh 16, Jurkat NFkB inh 8, tim10-1 inh 15 and tim23-1 inh 6.
Cc1ccc(/C=N/n2c(-c3ccncc3)n[nH]c2=S)o1 was read as 697 NFkB inh 7, Mdm2-MdmX inh -1, XBP1 UPR activ 1, CHOP UPR activ -2.2, TIM10 inh 8, Jurkat NFkB inh -8, tim10-1 inh 1 and tim23-1 inh -5.
`CSCCC(NC(=O)c1ccc([N+](=O)[O-])cc1Cl)C(=O)OC(C)C(=O)NCc1ccco1` (centres undefined) gave 697 NFkB inh 18, Mdm2-MdmX inh 6, XBP1 UPR activ 2, CHOP UPR activ -0.3, TIM10 inh -1, Jurkat NFkB inh -5, tim10-1 inh 14 and tim23-1 inh 5.

Assay outcomes deposited in PubChem by Sanford-Burnham Center for Chemical Genomics.
